Compound activity from PubChem BioAssay.
Nrf2 ARE act: Nrf2 pathway activation. AREc32 ARE-luciferase reporter (MCF7-derived line), luminescence, 24 h. Potency, µM (series often up to 46.1 µM), for the others: top-dose activation, most hits filed as activators. hit rate 0.31% among 410,000. AID 624171; note: potency is the fitted concentration of half-maximal effect; % of control where 0% means no effect; nearly all actives have a fitted effect of over 65% in size
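AREc32 cells carrying an ARE-driven firefly luciferase, 1000 cells/well in OPTI-MEM with 5% FBS, dosed after overnight attachment and incubated 24 hr at 37 deg C. Steady-Glo luminescence read after 30 min at RT.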
HepG2 tox: HepG2 cytotoxicity, counter-screen for TGF-b inhibitors | HepG2 CAGA-GFP viability, ATP luminescence, 18 h | Potency, µM (top dose mostly 46.1 µM), inactives show top-dose activity change, negative = cytotoxicity, hits mostly cytotoxic | hit rate 0.76% among 410,000 | AID 588856; note: potency is the fitted concentration of half-maximal effect; some results filed as inactive show a strong effect at the top dose
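HepG2 CAGA-GFP cells (1000/well, DMEM with 1% FBS) received compound, then TGF-beta at 500 pg/mL final, and were incubated 18 hours at 37 degrees C. Viability was read by CellTiter-Glo luminescence. Media-only wells were set as complete cell-killing and DMSO as no toxicity.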
A549 viability: kills or reduces viability of A549 cells in Nrf2 counter-screen. A549 ARE-Fluc cells, CellTiter-Fluor viability, 18-24 h. Potency, µM (top dose mostly 46 µM), without a hit: top-dose activity change, negative = cytotoxicity, actives largely listed as inhibitors. hit rate 0.16% among 390,000; note: potency is the fitted concentration of half-maximal effect; % is set by controls: 0 for no effect and ±100 for the full control effect
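A549 ARE_Fluc cells in 5% FBS OPTI-MEM were exposed to compounds in concentration-response for 18-24 h at 37 deg C. Viability was read by CellTiter-Fluor fluorescence (Ex 405/Em 525) after 30 min, before the luciferase read.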
Nrf2 inh: inhibitors of Nrf2 signaling. A549 ARE-Fluc reporter, luciferase luminescence, 18-24 h. Potency, µM (titrated, usually from 46 µM), for inactives: at the highest dose activity change, negative = inhibition, usual class: inhibitors. hit rate 2.1% among 360,000; note: potency is the fitted concentration of half-maximal effect; % is set by controls: 0 for no effect and ±100 for the full control effect; nearly all actives have a fitted effect of over 60% in size
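Nrf2 function is reported as luminescence of an ARE-controlled luciferase in A549 cells. Compounds were tested at several concentrations, and a CellTiter-Fluor read on the same wells flagged cytotoxicity.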
Abeta yeast res: restores growth of yeast expressing A-beta42 peptide. yeast expressing A-beta42, growth rescue, OD600, 48 h; response scale: 0% DMSO, 100% iron-clioquinol control. Potency, µM (series often up to 46.1 µM), inactives show top-dose growth rescue, most hits filed as activators. hit rate 0.063% among 410,000; note: potency is the fitted concentration of half-maximal effect; nearly all actives have a fitted effect of over 55% in size
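Yeast growth medium received pinned compounds, then yeast cells expressing toxic A-beta were added; plates incubated at 30 C for 48 hr. Growth read as absorbance at 600 nm, normalized to DMSO and equimolar FeCl3 plus clioquinol controls.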
Mm-Cpn inhibitor: blocks the Methanococcus maripaludis chaperonin Mm-Cpn; hit rate 0.031% among 330,000; Potency, µM (top dose mostly 76.9 µM), inactives show at the top dose activity, negative = inhibition, actives largely listed as inhibitors; purified Mm-Cpn ATPase, ADP Transcreener TR-FRET; note: potency is the fitted concentration of half-maximal effect; % is set by controls: 0 for no effect and ±100 for the full control effect; nearly all actives have a fitted effect of over 80% in size
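Purified archaeal chaperonin (25 nM final) was preincubated with compound for 10 min at 37°C, then ATP (10 uM final) was added for 30 min at 37°C in Tris pH 7.4/KCl/MgCl2/DTT buffer. ADP was quantified by HTRF Transcreener TR-FRET.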
Akt phos inh: inhibitors of Akt phosphorylation; Neuro2A IGF-stimulated pAkt S473 HTRF, 20 min; hits give low values; activity change, % for hits at 50 µM; hit rate 0.32% among 360,000; AID 651550; in the data active = activity change below about -80%; inconclusive = mostly about -51% to -80%; note: % is set by controls: 0 for no effect and ±100 for the full control effect
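Neuro2A cells (4,500/well, DMEM with 0.5% FBS) were treated with compound at a single 50 µM final concentration, stimulated with 6 nM IGF for 20 min at 37 °C, and lysed. Phospho-Akt Ser473 was read by HTRF as 665/615 ratio ×10^4.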
TGFb inhibitor: blocks TGF-b signaling; AID 588855; Potency, µM (series often up to 46.1 µM), for the others: at the top dose activity, negative = inhibition, actives largely listed as inhibitors; hit rate 1.2% among 410,000; HepG2 CAGA-GFP TGF-b/SMAD3 reporter, GFP fluorescence, 18 h; TGF-beta stimulated, 500 pg/mL final; note: potency is the fitted concentration of half-maximal effect; % is set by controls: 0 for no effect and ±100 for the full control effect; nearly all actives have a fitted effect of over 65% in size
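Inhibition of TGF-beta-driven CAGA-GFP reporter expression in HEPG2 cells is measured by cellular GFP fluorescence after 18 h stimulation with 500 pg/mL recombinant TGF-beta in 1% FBS medium at 37 degrees C.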
CCT modulator: modulators of cytosolic chaperonin (CCT/TRiC) activity; purified chaperonin ATPase assay, HTRF ADP detection, 30 min; activity change, % (no concentration beside the values), hits read low; hit rate 0.3% among 360,000; in the data active = activity change below about -30%; note: % is set by controls: 0 for no effect and ±100 for the full control effect
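TRiC at 40 or 20 nM final (batch-dependent) in 30 mM Tris pH 7.4, 100 mM KCl, 5 mM MgCl2, 1 mM DTT, with compound at single 76 uM and 10 uM ATP, 30 min at 37 deg C. ADP detected by HTRF Transcreener, 665/615 ratio.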
The depositor's hits bear a star; i = inactive; ? = inconclusive; . = no result given; & = joins results of further samples; [ ] = another dose, or the depositor's remark. Unless noted, calls come from the whole dose curve; as a rule, active = well fitted curve in the direction sought with a large enough effect; inconclusive = small, poorly fitted or top-dose-only effect, or another doubt; inactive = no such curve, though single readings can be large; an effect the other way counts as inactive or inconclusive.

SMILES	Akt phos inh	Abeta yeast res	TGFb inhibitor	Nrf2 inh	Nrf2 ARE act	HepG2 tox	Mm-Cpn inhibitor	CCT modulator	A549 viability
CCCS(=O)(=O)N1CCCC(C(=O)NCCN2CCCCC2C)C1 (stereo unspecified)	i	27%	0%	7%	-0.9%	-14%	-5%	-3.3	0%
CCC(=O)N1CCC1(C)C(=O)Nc1cnc2ccccc2c1 (stereo unspecified)	i	-8%	6%	.	-0.1%	-1%	.	-0.9	.
Cc1ccccc1CN1CCN(C(=O)c2cccc3ccccc23)CC1	i	16%	-22%	-25%	-0.2%	-25%	1%	-3.4	-14%
CC(O)(c1ccccc1)c1nc(-c2ccncc2)cs1 (stereo unspecified)	.	-5%	11%	.	3.6%	-14%	.	-2.4	.
CCOC(=O)N1CCN(C(=O)c2nn(-c3ccc(C)cc3)c(=O)c3c2c2ccccc2n3C)CC1	i	-16%	-29%	?	0.0%	-16%	-2%	-3.7	-12%
CCOC(=O)Cn1c(C2CC(=O)N(c3ccc(C)cc3)C2)nc2ccccc21 (stereo unspecified)	.	-15%	-6%	21µM*	0.5%	3%	.	.	-13%
CN(c1ncnc2onc(-c3cccc(Cl)c3)c12)C1CCCCC1	.	-11%	?	-13%	0.2%	-27%	.	.	0%
O=C(CC[C@H]1O[C@@H](n2ccc(=O)[nH]c2=O)[C@H](O)[C@@H]1O)N1CCN(Cc2cccc3ccccc23)CC1	i	-2%	10%	.	0.6%	-6%	.	0.2	.

Pulled by compound from above (5):
SMILES	Akt phos inh	Abeta yeast res	TGFb inhibitor	Nrf2 inh	Nrf2 ARE act	HepG2 tox	Mm-Cpn inhibitor	CCT modulator	A549 viability
Cc1ccccc1CN1CCN(C(=O)c2cccc3ccccc23)CC1	i	16%	-22%	-25%	-0.2%	-25%	1%	-3.4	-14%
CC(O)(c1ccccc1)c1nc(-c2ccncc2)cs1 (stereo unspecified)	.	-5%	11%	.	3.6%	-14%	.	-2.4	.
CCOC(=O)Cn1c(C2CC(=O)N(c3ccc(C)cc3)C2)nc2ccccc21 (stereo unspecified)	.	-15%	-6%	21µM*	0.5%	3%	.	.	-13%
O=C(CC[C@H]1O[C@@H](n2ccc(=O)[nH]c2=O)[C@H](O)[C@@H]1O)N1CCN(Cc2cccc3ccccc23)CC1	i	-2%	10%	.	0.6%	-6%	.	0.2	.
CCOC(=O)N1CCN(C(=O)c2nn(-c3ccc(C)cc3)c(=O)c3c2c2ccccc2n3C)CC1	i	-16%	-29%	?	0.0%	-16%	-2%	-3.7	-12%

Later entries.
SMILES	Akt phos inh	Abeta yeast res	TGFb inhibitor	Nrf2 inh	Nrf2 ARE act	HepG2 tox	Mm-Cpn inhibitor	CCT modulator	A549 viability
COc1ccc(-c2cn3nc(N4CCC(C(=O)Nc5cccc(Cl)c5)CC4)sc3n2)cc1	.	-16%	-22%	.	-0.3%	1%	.	.	17%
CC(=O)Nc1ccc(S(=O)(=O)Nc2nc3ccccc3nc2N2CCc3ccccc3C2)cc1	i	0%	?	3%	12%	12%	-7%	-1.3	-7%
N#CCCn1nnc(-c2ccccc2F)n1	i	0%	-12%	12%	-1.0%	-2%	-1%	0.1	9%
C=CCOc1ccc(/C(O)=C2\C(=O)C(=O)N(CCCOC)C2c2ccc(O)c(OC)c2)cc1 (stereo unspecified)	i	-7%	-2%	-7%	-0.6%	-7%	1%	-4.6	-2%
COc1cn(CC(=O)Nc2cccc(C)c2)c(CN2CCCCC2)cc1=O	.	-7%	16%	.	-0.9%	7%	.	.	-9%
CCOC(=O)c1c(C)[nH]c(NC(=O)Nc2ccc(NC(C)=O)cc2)c1C	i	-5%	17%	15%	0.2%	-1%	-2%	-2.3	3%
O=C(Nc1ccc(Cl)c([N+](=O)[O-])c1)C(NCCCO)c1ccccc1 (stereo unspecified)	i	6%	?	1%	0.7%	-27%	2%	-2.5	1%
CCOC(=O)C1=C(O)C(=O)N(C2CCCCC2)C1	i	8%	6%	-19%	-1.1%	0%	-1%	1.0	-6%
COc1ccc(CNC(=O)C[C@H]2C(=O)N(CCc3ccccc3)C[C@@H]2Cc2ccccc2)cc1	i	-5%	-37%	-9%	0.2%	-5%&4%	-6%	-2.8	0%
CC(Sc1nc(-c2ccccc2)cc(C(F)(F)F)n1)C(=O)N1CCC(C(N)=O)CC1 (stereo unspecified)	i	-13%	-5%	-2%	-0.6%	-20%	3%	-3.2	-5%
Cc1nn(CC(=O)NC2CCC(C)CC2)c(C)c1[N+](=O)[O-] (stereo unspecified)	i	?	-4%	?	-0.9%	-5%	-5%	-2.1	6%
O=C(CNC(=O)c1cccc(Br)c1)N/N=C/c1cccs1	i	1%	-21%	?	2.0%	-32%	1%	-2.4	20%
O=c1[nH]c(-c2ccccc2)cnc1-c1ccccc1	i	15%	1%	22%	4.0%	28%	.	-5.0	1%
Cc1cc(C)n2nc(C(=O)OCC(=O)Nc3ccc(C)c(S(=O)(=O)N4CCOCC4)c3)nc2n1	i	10%	9%	-14%	-0.5%	-53%	-3%	-0.3	-2%
O=C(Cn1ncc2c1-c1ccccc1OC2)N1CCc2ccccc21	i	-8%	-1%	-1%	-0.5%	-13%	-1%	-1.4	21%
CCN(CC)S(=O)(=O)c1ccc(N=Nc2cc(C)cc(Br)c2O)cc1	i	10%	5%	0%	0.7%	5%	.	-0.9	-5%

Compound profiles, from the list above. Screens in order: Akt phos inh	Abeta yeast res	TGFb inhibitor	Nrf2 inh	Nrf2 ARE act	HepG2 tox	Mm-Cpn inhibitor	CCT modulator	A549 viability
`Cc1cc(C)n2nc(C(=O)OCC(=O)Nc3ccc(C)c(S(=O)(=O)N4CCOCC4)c3)nc2n1` is entered as i	10%	9%	-14%	-0.5%	-53%	-3%	-0.3	-2%
`O=C(CNC(=O)c1cccc(Br)c1)N/N=C/c1cccs1` is entered as i	1%	-21%	?	2.0%	-32%	1%	-2.4	20%
`CCN(CC)S(=O)(=O)c1ccc(N=Nc2cc(C)cc(Br)c2O)cc1` is entered as i	10%	5%	0%	0.7%	5%	.	-0.9	-5%
`CC(Sc1nc(-c2ccccc2)cc(C(F)(F)F)n1)C(=O)N1CCC(C(N)=O)CC1` (stereo unspecified) is entered as i	-13%	-5%	-2%	-0.6%	-20%	3%	-3.2	-5%
`O=c1[nH]c(-c2ccccc2)cnc1-c1ccccc1` is entered as i	15%	1%	22%	4.0%	28%	.	-5.0	1%

(more compounds)
SMILES	Akt phos inh	Abeta yeast res	TGFb inhibitor	Nrf2 inh	Nrf2 ARE act	HepG2 tox	Mm-Cpn inhibitor	CCT modulator	A549 viability
CCOc1ccc(NC(=O)CN2C(=O)c3ccccc3C2=O)cc1	i	9%	-7%	-5%	0.3%	-7%	1%	-0.9	-1%
Cc1c(C(=O)NCC2CCCO2)oc2ccc(S(=O)(=O)N3CC(C)CC(C)C3)cc12 (stereo unspecified)	i	-9%	-16%	?	0.1%	-3%	-1%	-0.8	-5%
Cc1ccc(S(=O)(=O)N(C)C)cc1-n1c(SCC(=O)N(C)C)nc2ccccc2c1=O	i	2%	3%	-25%	0.6%	3%	1%	-0.5	-1%
O=C(Nc1ccc2c(c1)OCO2)C1CCN(C(=O)c2ccc(Cl)cc2)CC1	i	6%	-12%	2%	1.6%	-11%	-2%	-1.7	0%
CCOC(=O)c1cc(CC)sc1NC(=O)COc1ccc2c(C)cc(=O)oc2c1	i	23%	22%	19%	0.4%	3%	0%	-0.4	-4%
CCC(=O)N1CCc2cc(Br)cc(S(=O)(=O)CCC(=O)NCc3ccccc3OC)c21	.	-13%	-15%	-10%[9.27 µM]	-0.8%	-3%	.	.	2%
O=C(ONC1=NCCCCC1)c1ccc([N+](=O)[O-])cc1	i	-24%	-1%	-2%	1.9%	3%	1%	0.4	-3%
CCOC(=O)c1oc2ccccc2c1COC(=O)CNC(=O)c1cc(OC)c(OC)c(OC)c1	i	9%	-9%	6%	0.6%	-7%	0%	-1.7	-1%
CN1C(=O)CN(CCN2CC(=O)N(C)C(=O)C2)CC1=O	i	4%	-5%	.	-0.4%	0%	.	1.3	.
CCN(CC)CCNC(=O)c1ccc(NC(=O)c2cccc(S(=O)(=O)N(C)C3CCCCC3)c2)cc1	i	-1%	-32%	3%	2.6%	-30%	.	-2.9	0%
NNC(=O)c1ccc(COCC(F)(F)F)cc1	i	0%	1%	6%	-0.6%	4%	1%	0.5	-2%
Cc1c(-c2ccc(/C=N/NC(=O)C(=O)Nc3ccccc3F)o2)cccc1[N+](=O)[O-]	i	-2%	-4%	0%	-1.2%	8%	1%	-0.5	-1%
COc1ccc(Cl)cc1NC(=O)CCC(=O)N1CCOc2ccccc21	.	15%	-22%	-16%	?	-2%	.	.	4%
C=CCNC(=O)CN(CCc1ccccc1)S(=O)(=O)c1ccccc1	i	10%	4%	-7%	0.2%	-5%	0%	-1.0	1%
O=C(c1ccco1)N(Cc1ccccc1)Cc1ccccn1	i	-8%	-1%	2%	-0.7%	-2%	-1%	1.3	3%
Cn1c(SCc2c(F)cccc2Cl)nc2ccccc2c1=O	i	3%	3%	2%	-1.1%	2%	0%	-2.9	6%
